Yeast eIF2B = modulators of yeast eIF2B activity. inhibition, % at 25 µM (by protocol). 0.91% of 27,000 active. AID 688. S. cerevisiae eIF2B-epsilon R284H, GCN4-lacZ luminescence;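 active means mutant luminescence inhibited past about 50% while wild type luminescence and mutant growth stay under set limits, limit read from the data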; further: some compounds called inactive have numbers as strong as hits
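material = yeast eIF2B-epsilon R284H mutant carrying GCN4–beta-galactosidase fusion | schedule = 16 h growth with compound at 30 °C, 90 min Beta-Glo step | measured by = luminescence and A595 | compound dosing = one concentration, 25 µM, 0.25% DMSO | read-out basis = % inhibition of reporter signal and growth versus controls | buffer or medium = YPD medium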
Yeast growth tox = Inhibitors of S. cerevisiae growth, toxicity; S. cerevisiae wild-type growth, A595 turbidity, 16 h; growth inhibition, % at 25 µM (by protocol); 0.3% of 30,000 active;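 active means mutant and wild-type yeast strains alike exhibit over 30% growth inhibition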;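 further: 0% = untreated cell controls and 100% = YPD media blanks without cells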
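Incubation: 16 h growth with compound, 30 °C; Material: S. cerevisiae wild-type or eIF2Bepsilon-R284H mutant strain; Signal: turbidity measured as absorbance at 595 nm; Medium: YPD yeast growth medium; Measure: growth inhibition (%) versus cell controls and blanks; Doses: 25 µM single dose.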
Yeast growth tox inhibition % = further read-out of Yeast growth tox, marked with its call; growth inhibition, %; S. cerevisiae eIF2Bepsilon-R284H mutant growth, A595 turbidity, 16 h;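 each compound tested once at 25 µM; 0% equals untreated cells and 100% equals cell-free medium blanks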
Yeast eIF2B mutant toxicity = second read-out of Yeast eIF2B, no call of its own (marks repeat the call); growth inhibition, %; measured here: mutant yeast growth, toxicity;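 each compound tested once at 25 µM; zero equals untreated control growth and 100 equals blank medium absorbance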
* marks the source's active call; other numbers are inactive results; . = no result given.

#1 O=C1C=C(N(CCO)CCO)C2(CCCCC2)O1
#2 Cc1cc(C(=O)Nc2nc3ccc(S(C)(=O)=O)cc3s2)c(C)o1
#3 CCC(C)NC(=O)CSc1nnc(-c2cc(-c3cccs3)nc3ccccc23)o1 (stereo not drawn)
#4 COc1ccc(CCN(C)CCN2C(=O)c3ccccc3C2=O)cc1OC
#5 COc1ccc(NC(=O)C(c2ccc(C)cc2)N(C)C(=O)CNC(C)=O)cc1 (stereo not drawn)
#6 O=C(C1=C(O)C(=O)N(CCCN2CCOCC2)C1c1ccccn1)c1cc2ccccc2o1 (stereo not drawn)
#7 CCOC(=O)c1ccccc1NC(=O)/C=C/c1cc(OC)c(OC)c(OC)c1
#8 CCN(CC)CCNC(=O)C(C)c1nn(CC)c(=O)c2ccccc12 (stereo not drawn)
#9 Cc1ccc(S(=O)(=O)NNc2nc3ccccc3nc2C(F)(F)F)cc1
#10 COc1cccc(C2C=C(c3cccs3)Nc3ncnn32)c1OC (stereo not drawn)
entry no. | 1 | 2 | 3 | 4 | 5 | 6 | 7 | 8 | 9 | 10
Yeast growth tox | -7 | -9 | 17 | 5 | 20 | 6 | -9 | 5 | 18 | 12
Yeast growth tox inhibition % | -19 | -26 | 4 | 4 | 20 | 40 | 11 | -3 | 16 | 12
Yeast eIF2B mutant toxicity | -19 | -26 | . | 4 | . | 40 | 11 | -3 | 16 | 12
Yeast eIF2B | 25 | -4 | . | 6 | . | -2 | 24 | 18 | 13 | 19

#11 Cc1ccc2nc(SCCC#N)nc(C)c2c1
#12 Cc1ccc(SCc2cc(=O)[nH]c(N3CCOCC3)n2)cc1
#13 COc1cc2nc(-c3ccc(Br)o3)oc(=O)c2cc1OC
#14 COc1ccc(Nc2c(C)cccc2C)cc1
#15 Cc1ccc2c(c1)C(=O)C(=O)N2CC(=O)OC(C)C
#16 CCN(Cc1ccccc1)C(c1ccccn1)c1nnnn1C1CCCCC1 (stereo not drawn)
#17 CN(C)S(=O)(=O)Nc1ccc(Br)cc1F
#18 Cc1ccc(C(=O)NCc2nnc(SCC(=O)Nc3sc4c(c3C#N)CCCC4)n2C)cc1
#19 COc1ccc(C(=O)Nc2cccnc2)cc1OC
#20 Cc1oc(-c2ccc3c(c2)OCCO3)cc1C(=O)NC(CCC(=O)O)C(=O)O (stereo not drawn)
entry no. | 11 | 12 | 13 | 14 | 15 | 16 | 17 | 18 | 19 | 20
Yeast growth tox | -12 | -5 | . | -15 | -56 | 0 | -19 | 2 | . | 12
Yeast growth tox inhibition % | 19 | 14 | . | -18 | 0 | 0 | 5 | -7 | . | 4
Yeast eIF2B mutant toxicity | . | 14 | . | -18 | . | . | . | -7 | . | 4
Yeast eIF2B | . | 5 | 24 | 18 | -7 | 21 | . | 16 | 21 | 23

Compounds shown so far that have an aryl thioether with sulfur outside any ring, in the order listed:
#3 CCC(C)NC(=O)CSc1nnc(-c2cc(-c3cccs3)nc3ccccc23)o1 (stereo not drawn)
#11 Cc1ccc2nc(SCCC#N)nc(C)c2c1
#12 Cc1ccc(SCc2cc(=O)[nH]c(N3CCOCC3)n2)cc1
#18 Cc1ccc(C(=O)NCc2nnc(SCC(=O)Nc3sc4c(c3C#N)CCCC4)n2C)cc1
entry no. | 3 | 11 | 12 | 18
Yeast growth tox | 17 | -12 | -5 | 2
Yeast growth tox inhibition % | 4 | 19 | 14 | -7
Yeast eIF2B mutant toxicity | . | . | 14 | -7
Yeast eIF2B | . | . | 5 | 16

Next results.
#21 COc1cc(NS(=O)(=O)c2ccc(NC(=O)c3ccc(C)o3)cc2)nc(OC)n1
#22 CCN1C(=O)c2cccc3c(S(=O)(=O)Nc4c(C)n(C)n(-c5ccccc5)c4=O)ccc1c23
#23 O=C(c1nn2c(C(F)(F)F)cc(-c3ccccc3)nc2c1Cl)N1CCOCC1
#24 COc1ccc(NC(=O)CSc2nnnn2-c2ccc(OC)cc2)cc1
#25 CCN(CCO)C(=O)C(c1ccccc1)c1ccccc1
#26 O=C(Nc1ccc2c(c1)oc1ccccc12)N1CCOCC1
#27 Cc1ccc(-n2c(SCC(=O)NCc3ccco3)nc3nc4c(cc3c2=O)COC(C)(C)C4)cc1
#28 CCC(=O)Nc1ccc(Cl)c(NC(=O)c2ccc(Br)o2)c1
#29 Cc1cc2nc(C)n(CCCNC(=O)Nc3ccccc3)c2cc1C
#30 COC(=O)c1cccc(NC(=O)c2ccc3c(c2)C(=O)N(CC2CCCO2)C3=O)c1 (stereo not drawn)
entry no. | 21 | 22 | 23 | 24 | 25 | 26 | 27 | 28 | 29 | 30
Yeast growth tox | 10 | 0 | 1 | -36 | 18 | 28 | 20 | -9 | 27 | -2
Yeast growth tox inhibition % | -9 | 19 | 15 | -22 | 10 | 19 | -4 | 29 | -5 | 13
Yeast eIF2B mutant toxicity | -9 | . | 15 | -22 | 10 | 19 | -4 | 29 | -5 | 13
Yeast eIF2B | 40 | . | 12 | 18 | 12 | 19 | 13 | -12 | 25 | 20

#31 Cc1cc(C)c2cc(CN(Cc3ccco3)C(=O)NCc3ccccc3)c(=O)[nH]c2c1
#32 Cc1cc(NC2CCCCC2)nc(N2CCOCC2)n1
#33 COc1cccc(N=C2SC(C(=O)Nc3ccc(F)cc3)CC(=O)N2C)c1 (stereo not drawn)
#34 COC(=O)Nc1ccc(S(=O)(=O)N(CCO)CC(F)(F)C(F)F)cc1
#35 CC(C)(SC(=S)N1CCOCC1)C(=O)O
#36 CCOC(=O)C(OC(=O)c1sc(=S)n(C)c1C)C(C)=O (stereo not drawn)
#37 COc1ccc(OC)c(NC(=O)CSCc2cnn(-c3ccccc3)c2-n2cccc2)c1
#38 CCOC(=O)C1CCCN(S(=O)(=O)c2cc(OCC(=O)NC3CCCCC3)c(C)cc2Cl)C1 (stereo not drawn)
#39 COc1ccccc1NC(=O)CN1C(=O)C2(OCCCO2)c2ccccc21
#40 Cc1ccc(-c2noc(CCC(=O)NCCc3ccccc3Cl)n2)cc1
entry no. | 31 | 32 | 33 | 34 | 35 | 36 | 37 | 38 | 39 | 40
Yeast growth tox | 16 | 6 | 11 | 9 | -36 | 5 | 2 | 14 | -7 | -22
Yeast growth tox inhibition % | 11 | 4 | -8 | -12 | -14 | 10 | -4 | 8 | 21 | -9
Yeast eIF2B mutant toxicity | 11 | 4 | -8 | -12 | -14 | 10 | -4 | 8 | 21 | -9
Yeast eIF2B | 20 | 7 | 15 | 17 | 4 | 23 | 17 | 20 | 26 | 14

#41 CC(=O)Nc1cccc(Cn2cccn2)c1
#42 O=C1CCCN1c1ccc(S(=O)(=O)NCc2ccco2)cc1
#43 O=C(O)[C@H](Cc1ccccc1)NC(=O)N1CCOCC1
#44 CCOC(=O)C1CCN(S(=O)(=O)c2ccc(NC(=O)OC)cc2)CC1
#45 CN(C)S(=O)(=O)c1ccc(NC(=O)c2ccc(Br)o2)cc1
#46 COC(=O)c1ccccc1NC(=O)c1ccc(COc2cccc3ccccc23)o1
#47 COc1cccc(C2CN(c3ccc(F)cc3F)N=C2c2cccs2)c1OC (stereo not drawn)
#48 O=C1CN(C(=O)CSc2nnnn2-c2ccc(Cl)cc2)c2ccccc2N1
#49 Cn1c(CN2CCOCC2)nnc1SCC(=O)Nc1ccc2c(c1)OCCO2
#50 COc1cc(-c2nc3cnccn3c2Nc2ccc(C(C)C)cc2)ccc1O
entry no. | 41 | 42 | 43 | 44 | 45 | 46 | 47 | 48 | 49 | 50
Yeast growth tox | 29 | . | 9 | -5 | 13 | 5 | -9 | -2 | 12 | -35
Yeast growth tox inhibition % | -4 | . | -11 | 5 | 3 | 12 | 11 | -14 | 0 | -18
Yeast eIF2B mutant toxicity | . | . | -11 | 5 | 3 | . | 11 | -14 | . | -18
Yeast eIF2B | . | 4 | 20 | -31 | 15 | . | 15 | -13 | -42 | 15

#51 CC(Sc1nnc(-c2cccs2)n1-c1ccccc1)C(=O)NCc1ccco1 (stereo not drawn)
#52 O=C(CSc1nnc(Cc2ccccc2)n1-c1ccc(F)cc1)N1CCOCC1
#53 CCC(c1nnnn1Cc1ccc(OC)cc1)N(CCCO)Cc1cc2cc3c(cc2[nH]c1=O)OCO3 (stereo not drawn)
#54 CCOC(=O)c1ccc(COC(=O)c2ccc(-c3nnc(-c4ccccc4)o3)cc2)o1
#55 CCn1c(SCC(=O)N2CCCc3ccccc32)nnc1-c1ccoc1C
#56 Cc1ccccc1S(=O)(=O)Cc1ccc(C(=O)N2CCN(c3ncccn3)CC2)o1
#57 CCNC(=O)CSc1nc2ccccc2c(=O)n1-c1cc(OC)ccc1OC
#58 Cc1nc(SCC(=O)c2ccc(F)cc2)n[nH]1
#59 COc1ccc(N(CC(=O)O)S(C)(=O)=O)cc1OC
#60 Cc1nn(C)c(C)c1NC(=O)c1ccnn1C
entry no. | 51 | 52 | 53 | 54 | 55 | 56 | 57 | 58 | 59 | 60
Yeast growth tox | 7 | -2 | 7 | -37 | 13 | 2 | 11 | 3 | . | -1
Yeast growth tox inhibition % | -17 | 8 | 17 | -7 | -11 | 0 | 15 | 0 | . | 3
Yeast eIF2B mutant toxicity | -17 | 8 | . | . | -11 | . | . | . | . | 3
Yeast eIF2B | 12 | 12 | . | . | -4 | 14 | . | 25 | -21 | 0

#61 CC1CCC2(CC1)NC(=O)N(CC(=O)c1cccn1C)C2=O (stereo not drawn)
#62 O=C(NCC(O)c1ccccc1)c1cccc(S(=O)(=O)N2CCOCC2)c1 (stereo not drawn)
#63 CN(C)c1ccc(NC(=O)CCCc2ccccc2)cc1
#64 CCOC(=O)c1nc(Nc2ccccc2)c2ccccc2n1
#65 Nc1nc2n(n1)C(c1ccco1)CC(c1ccccc1)N2 (stereo not drawn)
#66 CCOc1ccc2[nH]c(C)c(CN3CCN(CC)CC3)c(=O)c2c1
#67 CCOC(=O)c1c(NC(=O)CSc2nnnn2CC)sc(C)c1C
#68 Cc1ccc2c(c1)N(CCC(=O)NCc1ccc3c(c1)OCO3)C(=O)CO2
#69 CCOC(=O)/C(C#N)=C1/C=CN(Cc2ccccc2)C=N1
#70 CN(c1ccccc1C(=O)Nc1cccc(Cl)c1Cl)S(C)(=O)=O
entry no. | 61 | 62 | 63 | 64 | 65 | 66 | 67 | 68 | 69 | 70
Yeast growth tox | 3 | 12 | 8 | -15 | . | 13 | 4 | 17 | -10 | 5
Yeast growth tox inhibition % | -5 | 10 | 35 | 5 | . | 19 | -4 | 4 | -38 | 5
Yeast eIF2B mutant toxicity | -5 | . | 35 | 5 | . | 19 | -4 | 4 | -38 | 5
Yeast eIF2B | -2 | . | -14 | -29 | 3 | -17 | -6 | 21 | -24 | 13

#71 COC(=O)c1ccccc1NC=C1C(=O)OC2(CCCCC2)OC1=O
#72 Nc1c(C(=O)NCc2ccccc2)sc2nc3c(cc12)C(=O)CCC3
#73 COc1ccc(NC(=O)C2CCN(S(C)(=O)=O)CC2)cc1
#74 CC(=O)c1cccc(NC(=O)C2CCN(S(=O)(=O)c3ccccc3)CC2)c1
#75 COc1ccc(S(=O)(=O)CCC(=O)NCCc2ccc(C)cc2)cc1
#76 Cc1ccc(OC(C)C(=O)N2CCCc3ccccc32)cc1 (stereo not drawn)
#77 COc1ccccc1NC(=O)c1ccc(-c2ccccc2F)o1
#78 Cc1ccccc1-c1nc(CN2CCC(C(=O)NCCCN3CC(C)CC(C)C3)CC2)c(C)o1 (stereo not drawn)
#79 C=CCn1c(SCc2c(Cl)cccc2Cl)nnc1-c1cccnc1
#80 COCCNC(=O)Nc1ccc2nc(C)sc2c1
entry no. | 71 | 72 | 73 | 74 | 75 | 76 | 77 | 78 | 79 | 80
Yeast growth tox | 16 | -16 | 35 | 19 | 17 | 0 | -20 | -1 | -24 | -3
Yeast growth tox inhibition % | 3 | 0 | 16 | 29 | 22 | 0 | 0 | 3 | -30 | -4
Yeast eIF2B mutant toxicity | 3 | . | . | 29 | 22 | . | . | . | -30 | -4
Yeast eIF2B | -15 | . | . | 4 | 21 | . | 3 | . | 42 | 37

#81 O=c1ccc2cc(S(=O)(=O)N3CCN(c4ccccc4)CC3)ccc2o1
#82 Cc1ccc(C)n1-c1sc2c(c1C#N)CCCC2
#83 COc1ccc(-c2nc(C#N)c(NCc3ccc(C)cc3)o2)cc1OC
#84 N#Cc1c(NC(=O)CSc2ncn[nH]2)sc2c1CCCC2
#85 Cc1ccc(Cn2ccc(NC(=O)c3cc(-c4ccc(Br)cc4)on3)n2)cc1
entry no. | 81 | 82 | 83 | 84 | 85
Yeast growth tox | -1 | 13 | 7 | 22 | 9
Yeast growth tox inhibition % | -31 | 8 | -20 | 23 | -18
Yeast eIF2B mutant toxicity | -31 | 8 | -20 | 23 | -18
Yeast eIF2B | 17 | 2 | -5 | 20 | 20

Given as labelled records: three of the compounds above.
(81) O=c1ccc2cc(S(=O)(=O)N3CCN(c4ccccc4)CC3)ccc2o1
  Yeast growth tox = -1; Yeast growth tox inhibition % = -31; Yeast eIF2B mutant toxicity = -31; Yeast eIF2B = 17
(82) Cc1ccc(C)n1-c1sc2c(c1C#N)CCCC2
  Yeast growth tox = 13; Yeast growth tox inhibition % = 8; Yeast eIF2B mutant toxicity = 8; Yeast eIF2B = 2
(83) COc1ccc(-c2nc(C#N)c(NCc3ccc(C)cc3)o2)cc1OC
  Yeast growth tox = 7; Yeast growth tox inhibition % = -20; Yeast eIF2B mutant toxicity = -20; Yeast eIF2B = -5

Only part of the results is shown, so the mix of outcomes need not match the whole.
